TNAP inh pNP: human TNAP enzyme inhibitors, primary screen, biochemical, colorimetric, p-nitrophenol readout. Alkaline phosphatase, tissue-nonspecific isozyme (Homo sapiens), P05186. purified TNAP, pNPP hydrolysis, absorbance 405 nm. inhibition, % at 20 µM. 21,000 tested, under 10 active. AID 615, 2007;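 further: 0% = DMSO only wells and 100% = 1 mM levamisole wells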
Target sequence (P05186 whole entry, looked up): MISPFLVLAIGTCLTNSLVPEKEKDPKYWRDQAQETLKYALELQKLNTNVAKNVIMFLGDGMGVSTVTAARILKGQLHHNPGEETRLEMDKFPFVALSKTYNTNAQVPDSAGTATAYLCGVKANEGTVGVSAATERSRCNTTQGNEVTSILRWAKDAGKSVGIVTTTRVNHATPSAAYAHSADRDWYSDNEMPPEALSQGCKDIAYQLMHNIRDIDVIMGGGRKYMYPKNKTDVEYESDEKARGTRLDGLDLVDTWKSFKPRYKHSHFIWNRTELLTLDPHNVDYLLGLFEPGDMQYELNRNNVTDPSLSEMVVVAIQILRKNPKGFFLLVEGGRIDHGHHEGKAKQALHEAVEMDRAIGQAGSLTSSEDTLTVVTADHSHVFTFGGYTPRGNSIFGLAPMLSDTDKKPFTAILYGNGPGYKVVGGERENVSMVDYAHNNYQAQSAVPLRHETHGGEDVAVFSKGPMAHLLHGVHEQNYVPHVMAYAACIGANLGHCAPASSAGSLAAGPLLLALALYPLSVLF
TNAP inh Pi: human TNAP enzyme inhibitors, primary screen, biochemical, colorimetric, phosphate release readout | purified TNAP, pNPP, malachite green phosphate absorbance | inhibition, % at 20 µM | 21,000 tested, under 10 active
Active calls of the source: *.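 How the source made its calls: active means inhibition above 50% at the 20 µM single-dose screen; inactive means the rest.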 The list is partial. The share of hits here may be higher or lower than overall.

Preview (two entries):
SMILES	TNAP inh Pi	TNAP inh pNP
CCS(=O)(=O)N1CCC(NC(C)=O)(c2ccccc2)CC1	8	5
O=C(CSc1nnc(C23CC4CC(CC(C4)C2)C3)o1)Nc1ccc(N2CCOCC2)c(Cl)c1	10	2

The list itself, previewed entries included:
SMILES	TNAP inh Pi	TNAP inh pNP
CCS(=O)(=O)N1CCC(NC(C)=O)(c2ccccc2)CC1	8	5
O=C(CSc1nnc(C23CC4CC(CC(C4)C2)C3)o1)Nc1ccc(N2CCOCC2)c(Cl)c1	10	2
COc1ccc(OC)c(C(c2nnnn2CCC(C)C)N2CCN(C(=O)c3ccco3)CC2)c1 (centres undefined)	5	2
O=C(NCc1cccnc1)C(C(=O)c1ccc(F)cc1)n1ccccc1=O (centres undefined)	10	2
Cc1ccc2cc(CNC(C)C)c(=O)[nH]c2c1	-2	-2
CN1CCCC(C(=O)C(C#N)c2ccccc2)C1 (centres undefined)	9	-1
CC(C(=O)N1c2ccccc2Sc2ccccc21)n1nnc(-c2cccs2)n1 (centres undefined)	6	6
CC(=O)c1ccc(NC2CC(O)C(O)CO2)cc1 (centres undefined)	0	0
CCn1nnnc1SCC(=O)NCc1cccs1	7	7
CCOC(=O)c1nnn(-c2nonc2N)c1CN1CCCCCC1	8	7
O=C(Nc1ccc(O)c(C(=O)O)c1)c1ccc2c(c1)C(=O)N(CC1CCCO1)C2=O (centres undefined)	17	4
Cc1sc(NC(=O)CSc2nnc(COc3ccc(Cl)cc3)n2C)c(C#N)c1C	-1	0
c1ccc(-n2nc3c(ccc4cnnc43)[nH]2)cc1	-3	5
Cc1cc(C)nc(Nc2nc(C)c3cc4c(cc3n2)OCO4)n1	17	6
NC(=O)NC(CC(=O)OCC(=O)NC(=O)NCc1ccco1)c1ccc(Cl)cc1 (centres undefined)	8	0
Cc1cc(C(=O)CN2C(=O)NC(C)(c3cccc(Br)c3)C2=O)c(C)n1Cc1ccco1 (centres undefined)	15	3
CCOc1[nH]c(/N=C/c2ccco2)c(C#N)c1C#N	-2	-3
O=C(NCc1cccc(Cl)c1)c1cccnc1	11	2
CCC(=O)Nc1cccc(NC(=O)CN2CCN(c3ccccc3OC)CC2)c1	7	0
COc1ccc(CCN2C(=O)c3[nH]nc(-c4ccccc4O)c3C2c2ccccc2)cc1OC (centres undefined)	7	2
O=C1N=C(N2CCCCC2)SC1=C1CCCC1	-6	-5
O=C(OCC(=O)N1CCN(C(=O)c2ccco2)CC1)c1sc2cc(F)ccc2c1Cl	12	-2
O=C(O)CSCc1nc2ccccc2s1	-8	-1
Cn1c(Cn2cnc3ccccc32)nnc1SCc1ccccc1	-17	4
COc1ccc([C@@H]2[C@H]3CN(C(C)=O)CC=C3C(C#N)=C(N)C2(C#N)C#N)c2ccccc12	3	3
CCCCCCc1ccc(OCC(=O)O)cc1OCC(=O)O	5	3
COc1ccc(S(=O)(=O)N(C)CC(=O)Nc2ccc3c(c2)OCO3)cc1OC	11	2
O=C(NCCN1CCCCC1)/C(=N\O)c1ccccc1	7	5
O=C(CSc1nnc(-c2cccnc2)n1Cc1ccco1)c1ccc(Cl)cc1	8	1
CC(C(=O)Nc1nc2ccccc2[nH]1)N1C(=O)C2CC=CCC2C1=O (centres undefined)	6	2

More compounds follow.
SMILES	TNAP inh Pi	TNAP inh pNP
COc1cccc(OCCn2cc(C(=O)c3ccco3)c3ccccc32)c1	5	8
O=C(O)C1CCCN(C(=O)NCc2ccccc2)C1 (centres undefined)	10	4
COc1ccc(CNC(=O)COc2ccc(S(=O)(=O)NC(C)C)cc2)cc1	12	4
Cc1ccc(S(=O)(=O)Nc2ccc(NC(=O)CN3CCCCC3)cc2)cc1	5	2
N#C/C(=C(/O)COC(=O)Cc1c[nH]c2ccccc12)c1nc2ccccc2[nH]1	11	4
CCCCn1c(-c2cc(Cl)ccc2OC)n[nH]c1=S	14	8
COC(=O)c1cc(C)sc1NC(=O)c1cccnc1	7	2
CC(OCc1ccccc1)C(NC(=O)OC(C)(C)C)C(=O)NCC1CCCO1 (centres undefined)	14	2
Cc1ccc(C)c(CSc2nnc(-c3ccccn3)n2N)c1	6	0
CCn1c(Cn2nnc(-c3ccccc3)n2)nnc1SCC(=O)Nc1cccc(C)c1C	7	4
CCOCCc1nnc(NC(=O)c2cccc(F)c2)s1	8	2
Cn1c(SCC(=O)NCc2ccc3c(c2)OCO3)nnc1C1COc2ccccc2O1 (centres undefined)	13	6
Cc1ccc(-c2cc(-c3ccc4c(c3)OCO4)c(C#N)c(N)n2)o1	8	2
CN(c1ccccc1C(=O)Nc1cccnc1)S(C)(=O)=O	-5	7
CCc1c(C)[nH]c2ccc(C)cc2c1=O	0	-6
CCCCN(CCCC)CCNC(=O)Cc1nc2c(c(=O)[nH]c(=O)n2C)n1C	9	8
COc1cc(CCC(=O)OCC(=O)Nc2ncc(Cl)cc2Cl)cc(OC)c1OC	7	0
CCOC(=O)C(Cc1c(F)cccc1F)(NC(C)=O)C(=O)OCC	9	2
Cc1ccccc1CCNC(=O)C1CCN(S(=O)(=O)c2ccc(-n3cnnn3)cc2)CC1	10	7
CSc1nsc(SCC(=O)Nc2c(C)n(C)n(-c3ccccc3)c2=O)n1	-6	-15
CC1SC(=NC(=O)c2ccco2)NC1=O (centres undefined)	10	7
COc1cc(OC)cc(C(=O)N2CCN(Cc3ccccc3C(F)(F)F)CC2)c1	6	-10
CCCCCSc1nc(N2CCOCC2)c2c(c1C#N)CC(C)(C)OC2	0	7
CCCn1c(=O)c(C(=O)NCc2ccc(OC)c(OC)c2)c(O)c2ccccc21	14	1
CCOC(=O)c1cnc(SC2CCc3ccccc3C2=O)nc1N (centres undefined)	-6	3
CCOC(=O)c1cc2sc(C)cc2n1CC(=O)Nc1ccc2c(c1)OCCO2	-19	3
O=C(NC1C=CS(=O)(=O)C1)c1sc2ccccc2c1Cl (centres undefined)	5	0
CN(C)/C=C1\N=C(c2cccs2)OC1=O	-1	-2
COc1ccccc1-c1nnc(SCC(=O)NCc2c(C)c(Cl)cc(C(C)C)c2O)o1	21	5
CCOC(=O)CCCCC(=O)c1[nH]c(=O)[nH]c1CSc1nc(C)cc(C)n1	-2	-15

Part of the list above, reformatted.
Screens in order: TNAP inh Pi	TNAP inh pNP
COc1ccc(CNC(=O)COc2ccc(S(=O)(=O)NC(C)C)cc2)cc1
→ 12	4
Cc1ccc(S(=O)(=O)Nc2ccc(NC(=O)CN3CCCCC3)cc2)cc1
→ 5	2
N#C/C(=C(/O)COC(=O)Cc1c[nH]c2ccccc12)c1nc2ccccc2[nH]1
→ 11	4
CCCCn1c(-c2cc(Cl)ccc2OC)n[nH]c1=S
→ 14	8
COC(=O)c1cc(C)sc1NC(=O)c1cccnc1
→ 7	2
CC(OCc1ccccc1)C(NC(=O)OC(C)(C)C)C(=O)NCC1CCCO1 (centres undefined)
→ 14	2
Cc1ccc(C)c(CSc2nnc(-c3ccccn3)n2N)c1
→ 6	0

Carrying on.
SMILES	TNAP inh Pi	TNAP inh pNP
CCn1cnc2c1c(=O)n(CC(=O)Nc1cc(C)on1)c(=O)n2Cc1ccccc1	12	2
COc1cccc(-c2nnc3sc(-c4cccs4)nn23)c1	7	2
CCNC(=O)N1CCNC(=O)C1CC(=O)Nc1ccc(C(=O)OCC)cc1 (centres undefined)	12	4
COc1ccccc1N1CCN(Cc2ccco2)CC1	3	8
Cc1[nH]c2ccccc2c1CCC(N)=O	12	6
COc1ccc(OC)c(NC2=NC3(CCCCC3)N=C(N)N2)c1	10	1
CCOc1ccc(NC(=O)CCC(=O)n2nc(C)cc2C)cc1	7	1
CCn1cc(C(=O)NCCCN(C)C)c(=O)c2cc(F)c(N3CCN(C)CC3)cc21	-22	0
Cn1ncc(C#N)c1NC(=O)c1nn2cccnc2c1Cl	14	-3
CC(C)C1Cc2c(C#N)c(N)sc(=S)c2CO1 (centres undefined)	-6	2
COCCCNC(=O)C(C#N)c1nc2ccccc2nc1N1CCCC1 (centres undefined)	5	3
COc1ccc2c(c1)c1nnc(SCC(=O)N3C(C)CCCC3C)nc1n2C (centres undefined)	9	-1
CCSc1nc(N2CCOCC2)c2ccccc2n1	8	3
COC(=O)COc1ccc(S(=O)(=O)NCc2cccnc2)cc1C	8	-5
Cc1cc(C)n(-c2nc3ccccc3nc2N2CCN(C(=O)c3ccc(Cl)cc3)CC2)n1	0	0
CC(C)COC(=O)CCn1[nH]c(=O)c2ccccc2c1=O	8	3
CCC(C)c1c(O)nc(SCC(=O)N2CCOCC2)[nH]c1=O (centres undefined)	10	5
COc1ccc(CNC(=O)CSc2nc3nc(C)cc(C)n3n2)cc1	0	6
O=C(CSc1nc2ccccc2s1)Nc1ncccn1	7	1
CS(=O)(=O)NC1c2cccc3cccc(c23)C1Sc1nncn1/N=C/c1ccco1 (centres undefined)	6	10
Cc1ccc(NC(=O)CS(=O)CC(=O)NC2CCN(Cc3ccccc3)CC2)c(C)c1 (centres undefined)	2	7
CC1(C)Cc2c(c(-c3ccccc3Cl)[nH]c(=O)c2C#N)CO1	0	0
COc1nc(-c2ccccc2)cc(C(F)(F)F)n1	4	1
CCCOc1ccc(-c2nnn(CC(=O)OCC)n2)cc1	7	1
CCCC(=O)Nc1ccc(S(=O)(=O)Nc2cc(C)nc(C)n2)cc1	2	-2
Cn1c(-c2ccc3c(c2)OCO3)cnc1NCc1ccc(Cl)cc1	9	7
CC(C)c1cc(C(F)(F)F)n2nc(C(=O)Nc3ccc4c(c3)OCO4)cc2n1	8	-4
COc1ccc(CCNc2cc(=O)[nH]c(N)n2)cc1	6	0
CCN(CC)C(=O)c1ccc(C)c(Br)c1	13	5
O=C(COC(=O)CCC(=O)c1cccs1)Nc1ccc(S(=O)(=O)N2CCOCC2)cc1	20	5

Later entries:
SMILES	TNAP inh Pi	TNAP inh pNP
CCCOC(=O)c1ccc(NC(=O)c2ccoc2C)cc1	16	4
Cn1nnnc1SCCNCc1cccnc1	-8	0
c1cncc(-c2nnc3n2CCC3)c1	3	-5
CC1CCN(C(=O)c2cccc(S(=O)(=O)N3CCCCC3)c2)CC1	13	7
CC1(C)Cc2c(C#N)c(OCC(=O)c3ccc(Cl)cc3)nc(-c3ccco3)c2CO1	13	-1
CCOC(=O)C1CCN(c2ncnc3c2oc2ccc(Cl)cc23)CC1	9	0
Cc1ccc(-n2c(SCC(N)=O)nnc2-c2ccccn2)cc1C	10	8
COC(=O)[C@H](CCSC)NC(=O)Nc1ccc(OC)cc1	11	5
COc1ccc2c(c1)OC(O)(C(F)(F)F)CC2=O (centres undefined)	3	0
COC(=O)[C@H](C)NC(=O)NCc1ccco1	5	0
COc1ccc(OC)c(NC2=NC3(CCCC3)N=C(N)N2)c1	0	0
CCC(C)(C)NC(=O)C(OC(=O)c1cc2sccc2n1C)c1ccc(OC)cc1 (centres undefined)	3	1
CCOC(=O)CNC(=O)CSc1nc(C)cc(C)c1C#N	7	3
CCCN(C#N)c1nc(NCC)nc(NC(C)C)n1	2	-8
Cc1cc(/C=N\O)c(C)n1-c1ccncc1	0	0
Cn1c2ccccc2c2nnc(SCN3C(=O)c4ccccc4C3=O)nc21	8	5
COc1ccccc1N1CCN(S(=O)(=O)c2cccc(F)c2)CC1	-5	-3
CCCN(CC(=O)c1cc(C)n(C)c1C)S(=O)(=O)c1cccc(C(F)(F)F)c1	14	6
COc1ccc(CCn2c(=N)c(C(=O)NCc3ccco3)cc3c(=O)n4ccccc4nc32)cc1OC	11	3
CCn1c(CSc2nc(C)cc(C)n2)nnc1SCC(=O)N1CCCc2ccccc21	9	-3
CCOC(=O)c1sc(C)c2c(=O)n(CCCN3CCOCC3)cnc12	10	6
Nc1nc2n(n1)C(c1cccs1)CC(c1ccc(Br)cc1)N2 (centres undefined)	13	7
CN/C(=C/[N+](=O)[O-])NCCSCc1ccc(CN(C)C)o1	9	6
COc1cc2nc(C3CCC3)n(NC(=O)C(OC(C)=O)c3ccccc3)c(=O)c2cc1OC (centres undefined)	-4	2
Cn1nnc(C(O)CNCc2cccs2)n1 (centres undefined)	0	0
Nc1nonc1C(=O)OCC(=O)N1CCCCC1	10	5
Cc1cc(C)n(-c2nncn2NC(=O)c2ccc(Cl)cc2O)n1	4	-1
CCC1(C)Cc2ccccc2/C(=C/C(=O)N2CCCCC2)N1 (centres undefined)	8	6
CCCCC(=O)Nc1cccc(-c2nc3ncccc3o2)c1	13	6
Clc1ccc(Br)cc1-c1nc(-c2ccncc2)no1	0	0

(cont.)
SMILES	TNAP inh Pi	TNAP inh pNP
CC1(C)Cc2c(sc3ncn4nnnc4c23)CO1	12	6
N#Cc1c(SCC(N)=O)nsc1SCc1ccc(Cl)cc1	0	0
COC(=O)c1ccccc1N1C(=O)[C@@H]2C(c3ccc(F)cc3)=NO[C@@H]2C1=O	8	3
O=C(Nc1ccccc1Cl)c1cnccn1	12	3
